# Screens: PubChem BioAssay, Broad Institute
# CASP6 VEID inh: inhibitors of human caspase-6; P55212; purified caspase-6, Z-VEID-R110 cleavage fluorescence; inhibition, % at 12.5 µM; 0.53% of 350,000 active;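 active = mean inhibition across replicates at least about 35%, with every replicate also reaching that limit, limit read from the data; inconclusive = only one of the two criteria met; inactive = neither criterion met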;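 note: 0% = median of neutral control wells and 100% = no fluorescence left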
# Target sequence (P55212 24-179 limits assumed): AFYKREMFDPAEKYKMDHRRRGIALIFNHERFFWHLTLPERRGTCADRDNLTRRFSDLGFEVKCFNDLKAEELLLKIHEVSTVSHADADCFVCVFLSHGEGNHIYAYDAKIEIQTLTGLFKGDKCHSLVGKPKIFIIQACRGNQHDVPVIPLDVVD
# Target sequence (P55212 194-293 limits assumed): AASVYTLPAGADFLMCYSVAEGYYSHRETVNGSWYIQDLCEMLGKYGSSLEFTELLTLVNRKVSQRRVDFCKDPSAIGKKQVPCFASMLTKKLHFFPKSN
# ERp5 inh: inhibitors of human ERp5; Q15084; ERp5 insulin aggregation, absorbance 650 nm, 90 min; inhibition, % at 9.99 µM; 0.05% of 350,000 active;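 active = mean replicate inhibition above about 25%, with every replicate also reaching it, limit read from the data, passing the limit was not always enough; inconclusive = only one of those two criteria met; inactive = neither criterion met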
# Target sequence (Q15084 whole entry, looked up): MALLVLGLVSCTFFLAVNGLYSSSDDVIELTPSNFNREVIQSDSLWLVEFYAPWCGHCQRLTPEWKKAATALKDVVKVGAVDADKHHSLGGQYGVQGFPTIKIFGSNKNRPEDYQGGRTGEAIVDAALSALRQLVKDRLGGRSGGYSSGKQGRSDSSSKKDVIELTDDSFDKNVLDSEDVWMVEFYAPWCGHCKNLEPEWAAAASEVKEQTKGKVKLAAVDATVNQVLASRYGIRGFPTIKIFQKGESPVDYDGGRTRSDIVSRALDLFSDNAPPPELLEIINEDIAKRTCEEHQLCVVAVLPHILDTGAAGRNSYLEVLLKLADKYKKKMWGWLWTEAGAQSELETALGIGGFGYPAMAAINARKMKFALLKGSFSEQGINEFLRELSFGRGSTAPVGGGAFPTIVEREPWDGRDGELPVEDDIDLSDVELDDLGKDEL
# miR-122 sensor: blocks miR-122 activity in Huh7 sensor cells. Huh7 miR-122 Renilla luciferase sensor, 48 h; neutral wells = 0, positive control = 100. activation (reporter increase), % at 12.5 µM. 0.3% of 340,000 active;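 active = mean replicate activation score at least 90 and every replicate individually at or above 90; inconclusive = only one of the two criteria met; inactive = neither criterion met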;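 note: higher luciferase means less miR-122 activity so hits act as miR-122 inhibitors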
# F508del corr: correctors of CFTR F508del function in bronchial epithelial cells; 0.36% of 350,000 active; activity (quench increase), % at 7.58 µM; CFBE cells, YFP halide quenching; stimulated with forskolin plus potentiator P3; % fluorescence drop versus neutral controls;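 active = mean added fluorescence quench of at least 8% versus neutral control, with both replicates also reaching 8%; inconclusive = only one of the mean or replicate conditions met; inactive = mean below 8% and not both replicates reaching 8%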;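 note: cells transiently co-express mutant CFTR-F508del with the halide-sensitive YFP; corrector assay measuring rescue of mutant channel to the surface after 24 h compound exposure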
# DENV2 CPE rescue: protects cells from dengue virus 2 cytopathic effect | 1.7% of 350,000 active | DENV2-infected cells, cytopathic effect rescue, plate reader | CPE inhibition, % at 9.99 µM; in the data active = CPE inhibition above about 20%, passing the limit was not always enough; inconclusive = no clear call, values can overlap the other calls; tested in BHK-21 cells;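 note: 0% = median of neutral control wells and 100% = median of positive control wells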
# SIRT5 inh: inhibitors of human sirtuin-5 desuccinylase | Purified SirT5, succinyl-peptide AMC, trypsin-coupled fluorescence | inhibition, % at 15 µM | 1.1% of 330,000 active | AID 652115; in the data active = inhibition above about 15%; inconclusive = no clear call, values can overlap the other calls
# Target sequence (Q9NXA8 whole entry, looked up): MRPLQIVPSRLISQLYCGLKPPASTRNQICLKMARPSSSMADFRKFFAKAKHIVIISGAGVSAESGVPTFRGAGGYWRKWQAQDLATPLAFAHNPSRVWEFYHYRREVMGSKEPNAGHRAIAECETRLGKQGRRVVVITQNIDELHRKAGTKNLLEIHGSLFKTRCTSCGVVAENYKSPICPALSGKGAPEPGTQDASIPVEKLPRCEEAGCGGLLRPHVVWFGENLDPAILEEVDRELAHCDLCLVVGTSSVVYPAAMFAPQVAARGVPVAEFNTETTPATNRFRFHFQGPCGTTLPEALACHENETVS
# ERAP1 HTS inh: blocks human ERAP1 aminopeptidase activity; Q9NZ08; recombinant ERAP1, Leu-AMC fluorescence, 60 min; inhibition, % at 10.7 µM; 0.15% of 340,000 active; AID 652197;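 active = mean replicate inhibition of at least 30%, or all replicates individually reaching that 30% level; inactive = mean below 30% and not every replicate reaching it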;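 note: 0% = neutral control wells and 100% = L-leucinethiol positive control wells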
# * = called active by the depositor; u = inconclusive; x = no result given; [ ] = another dose, or the depositor's remark. Rows are unselected. About 4% of those tested had a hit in this group.
no.	smiles	SIRT5 inh	ERAP1 HTS inh	miR-122 sensor	DENV2 CPE rescue	ERp5 inh	F508del corr	CASP6 VEID inh
1	Cn1c(=O)[nH]c(=O)c2c1nc(CN1CCN(c3ccc(F)cc3)CC1)n2CCN1CCOCC1	-4	1	1	x	7	-0.7	-3
2	C[C@@H]1CN([C@@H](C)CO)C(=O)c2cc(-c3ccccc3F)cnc2O[C@H]1CN(C)Cc1ccccc1	-1	1	-10[16.7 µM]	-4	1	-0.4	-2
3	CN(c1ccc(C(=O)Nc2ccc(CC#N)cc2)cc1)S(C)(=O)=O	-3	1	x	3	1	-2.5	0
4	O=C(Cc1ccccc1F)c1ccc(O)cc1O	0	0	-4	-1	5	5.3	-1
5	O=C(CCCl)N1CCCC2(CCCCC2)C1	-2	x	-3	-2	-2	-2.0	-3
6	CCOC(=O)c1nc2c(=O)n(C)c(=O)n(C)c2n(C)c1=O	1	-3	x	-7	4	-1.2	-2
7	CCOc1ccc2[nH]c3nc(SCC(=O)NC4CC4)nnc3c2c1	-1	-2	x	4	2	-2.8	-3
8	Cc1ccc(NC(=O)CSc2nnc(-c3ccco3)o2)c(C)c1	-2	2	-13	5	-5	-0.8	0
9	Cc1ccnc(NC(=O)c2ccco2)n1	0	2	2	14	3	-0.2	14
10	CCOc1ccccc1CNCCOC	-1	-2	x	-4	7	x	2
11	O=C(C1CC1)N1C[C@H]2[C@@H](c3ccccc31)[C@@H](CO)N2C(=O)c1ccccc1	-1	0	14[16.7 µM]	1	-2	0.1	7
12	CCN(CC(=O)Nc1c(F)cccc1F)C(=O)Cc1sc(C)nc1-c1ccc(F)cc1	2	-1	-6	15	-11	-0.1	-93
13	COc1ccc([C@H]2CC(=O)C=C(c3cccc(OCc4ccccc4)c3)C2)cc1	x	-1	25	6	2	-2.4	7
14	N=c1c2c3c(sc2ncn1N)CCCC3	3	-2	x	-11	-6	-1.1	5
15	CC(NC(=O)c1ccc(Cl)cc1Cl)C(c1ccccc1)N1CCOCC1 (configuration not stated)	-4	12	x	2	-10	-5.7	1
16	C/C=C1\C(OC2OC(CO)C(O)C(O)C2O)OC=C(C(=O)OC)C1CC(=O)OCC1C(C)C(OC(=O)CC2C(C(=O)OC)=COC(OC3OC(CO)C(O)C(O)C3O)/C2=C\C)CC1C(CO)CO (configuration not stated)	-1	-1	-1	3	0	0.1	4
17	Cc1cccc(/C=C2/Sc3ccc(C(=O)N4CCOCC4)cc3NC2=O)c1	0	7	7	4	5	-2.1	2
18	CCOC(=O)c1cnc2ccccc2c1Nc1ccc(C(=O)O)cc1	3	4	x	9	4	-3.0	-2
19	O=C(C[C@@H]1C=C[C@@H](NC(=O)Nc2cccc(F)c2)[C@H](CO)O1)NCC1CC1	-4	1	x	1	-11	-1.9	-1
20	CC(C)N(Cc1ccccc1)C(=O)CSc1nccn1C	-4	3	x	1	1	-3.3	-10
21	O=C(Oc1ccc2c3c(c(=O)oc2c1)CCCC3)c1cccs1	-13	-3	x	1	-1	2.2	2
22	CO[C@H]1CN(C)C(=O)c2cc(NC(=O)Nc3ccc(Cl)c(Cl)c3)ccc2OC[C@@H](C)NC[C@H]1C	7	x	-20[16.7 µM]	x	x	4.9	x
23	CO[C@H]1CN(C)C(=O)c2ccc(NC(=O)Nc3cccc(F)c3)cc2OC[C@@H](C)N(C)C[C@H]1C	1	0	1[16.7 µM]	8	0	x	3
24	CCOc1ccc(CNCCNC(=O)c2nonc2N)cc1	-5	0	x	x	2	1.3	-5
25	C[C@@H]1CN([C@@H](C)CO)C(=O)c2cccc(NC(=O)NC3CCCCC3)c2O[C@@H]1CN(C)S(C)(=O)=O	-6	-1	-4[16.7 µM]	u	3	0.0	0
26	COc1ccccc1N(CC(=O)Nc1cccc(C(F)(F)F)c1)S(C)(=O)=O	-1	8	3	-1	0	x	29
27	NNC(=O)c1cc2nc(-c3cccs3)cc(C(F)(F)F)n2n1	1	-1	-2	8	1	2.9	-1
28	CNC(=O)COC(=O)/C=C/c1ccc(F)cc1	-6	5	0	1	5	-3.0	0
29	COc1ccc(CCNC(=O)CC(=O)N/N=C/c2ccc(C(=O)O)cc2)cc1OC	-1	-15	-6	-2	-10	-2.7	1
30	COc1cc(C(=O)N/N=c2/sc3ccccc3n2C)cc(OC)c1OC	2	-2	4	1	-4	x	2
31	Cc1cccc(/C=N/n2c(-c3cc(-c4ccccc4)n[nH]3)n[nH]c2=S)c1	-5	10	x	x	6	x	1
32	COc1cccc(CN2CCN(C(=O)c3oc4c(F)cccc4c3C)CC2=O)c1	0	-5	-2	1	0	5.6	2
33	O=[N+]([O-])c1cc(-c2ncccn2)cs1	3	0	-30	6	-23	3.4	1
34	COc1ccccc1C(=O)COC(=O)c1cc([N+](=O)[O-])ccc1N1CCOCC1	-2	-2	-1	-4	4	2.8	-2
35	C[C@@H]1CN([C@H](C)CO)C(=O)c2cc(C#CCc3ccccc3)cnc2O[C@@H]1CN(C)C(=O)C1CCCCC1	4	-4	-3[16.7 µM]	-2	4	0.5	-1
36	CCCC(=O)N1CC2(C1)CN(S(=O)(=O)c1ccc(C)cc1)[C@@H](CO)c1[nH]c3cc(OC)ccc3c12	3	x	x	5	1	0.2	x
37	O=C(NCC[C@H]1CC[C@@H](NS(=O)(=O)c2ccc(Oc3ccccc3)cc2)[C@H](CO)O1)C1CC1	5	-1	x	-3	-1	1.9	-4
38	C[C@H]1CN(c2ccc(Br)cc2)C(=O)[C@@H]1CC(=O)Nc1ccccc1	-3	-4	7	u	-4	-1.8	1
39	COc1cc2c(NCCCCCCO[N+](=O)[O-])ncnc2c(OC)c1OC	x	-4	x	-8	1	1.0	-3
40	C[C@H](CO)N1C[C@H](C)[C@@H](CN(C)C(=O)Nc2ccc(F)cc2)Oc2c(NS(=O)(=O)c3cccs3)cccc2C1=O	-2	-1	12[16.7 µM]	14	8	-1.7	2
41	COc1ccc(C#Cc2ccc([C@H]3[C@H]4CN(C(C)=O)CC(=O)N4[C@H]3CO)cc2)cc1	-5	x	x	u	-6	3.6	x
42	CC(=O)Nc1ccc(S(=O)(=O)Oc2cccc(/C=C3\SC(N)=NC3=O)c2)cc1	-5	3	x	5	-3	-4.4	0
43	Cc1cc[n+](CC(=O)c2ccc(NC(=O)c3ccccc3)cc2)cc1	0	-5	x	13	-2	-0.7	x
44	CC(O)c1nc2ccccc2n1Cc1ccc([N+](=O)[O-])cc1 (configuration not stated)	-3	-2	-9	-4	-2	x	-3
45	Cc1noc(C)c1S(=O)(=O)Nc1ccc2c(c1)C(=O)N([C@@H](C)CO)C[C@H](C)[C@H](CN(C)C(=O)CCCN(C)C)OCCCC[C@@H](C)O2	x	x	-2[16.7 µM]	-6	x	-1.7	x
46	CC1CCCCN1C(=O)C(=O)c1cn(CC(=O)N2CCCC2)c2ccccc12 (configuration not stated)	1	-4	7	-7	-4	2.2	-1
47	CN(Cc1ccc(F)cc1)C(=O)c1ccc(NS(=O)(=O)c2ccc3[nH]c(=O)[nH]c3c2)cc1	-2	-6	x	-3	-2	0.4	3
48	O=C(C[C@H]1C[C@H]2c3cc(NC(=O)Nc4ccc(F)cc4)ccc3O[C@H]2[C@@H](CO)O1)NCC1CC1	x	x	2[16.7 µM]	u	x	1.1	x
49	O=C(C[C@@H]1CC[C@@H]2[C@H](COC[C@H](O)CN2C(=O)Nc2ccc(Cl)cc2)O1)NCC1CC1	-1	-1	1[16.7 µM]	2	0	-1.3	-1
50	CS(=O)(=O)Cc1cc(Sc2ccccc2)nc(-c2ccncc2)n1	1	3	-2	1	7	2.8	0
51	O=C(CCC(=O)NNC(=O)Cc1ccccc1)NCc1ccccc1	14	1	0	11	-1	-0.3	1
52	C[C@H](CO)N1C[C@H](C)[C@@H](CN(C)CC2CCCCC2)Oc2ccc(NC(=O)Nc3ccc4c(c3)OCO4)cc2C1=O	2	-4	-4[16.7 µM]	13	-5	2.1	3
53	C[C@H](NC(=O)c1[nH]cnc1C(=O)Nc1ccccc1F)c1ccccc1	x	4	1	-5	-3	1.0	0
54	CN(C)CCCNC(=O)C[C@@H]1CC[C@@H]2[C@@H](COc3ccc(NC(=O)c4ccccc4F)cc3C(=O)N2C)O1	7	-5	37[16.7 µM]	6	-3	-0.1	0
55	O=C(O)CC1(CC(=O)O)Nc2ccccc2SC1=O	x	-2	-2	u	1	4.2	0
56	COc1ccc2c(n1)Sc1nc3ccccc3nc1N2	-1	-2	-17	-9	-4	-5.2	14
57	O=C(C[C@@H]1CC[C@@H]2[C@H](COC[C@@H](O)CN2C(=O)Nc2ccc(F)cc2)O1)NCCCN1CCOCC1	-1	-4	-9[16.7 µM]	5	-6	0.2	5
58	C/C(=N\NC(=O)c1ccccc1[N+](=O)[O-])c1c(O)cc(C)oc1=O	x	4	-2	6	2	-2.4	0
59	NNC(=O)C1CC1c1ccccc1 (configuration not stated)	-2	2	-2	4	-2	-2.4	-1
60	CC1CCCC(NC(=O)COC(=O)c2ccccc2Sc2ccccc2C#N)C1C (configuration not stated)	-1	0	-3	57*	3	0.3	-5

# Following part.
no.	smiles	SIRT5 inh	ERAP1 HTS inh	miR-122 sensor	DENV2 CPE rescue	ERp5 inh	F508del corr	CASP6 VEID inh
61	CC(Sc1nncn1C)C(=O)Nc1ccc(Cl)cn1 (configuration not stated)	1	1	x	-1	4	-1.3	-2
62	COc1ccc(C(=O)C2CCN(CC(=O)NCc3ccccc3)CC2)cc1	0	0	-3	-2	2	-0.1	-1
63	CCC(C)[C@H](N)C(=O)N[C@H]1CCC2C3CC=C4C[C@@H](O)CC[C@]4(C)C3CC[C@@]21C (some centres not stated)	x	2	x	12	1	-2.2	0
64	O=C(CN1CCCc2ccccc21)N/N=C/c1c(O)ccc2ccccc12	2	-7	x	2	u	x	-1
65	Cc1ccc(S(=O)(=O)N(C)CC(=O)Nc2ccc(C)cn2)cc1	-2	1	x	-2	0	-2.1	2
66	Cc1[nH]c2ccccc2c1SCC(=O)NNC(=O)Nc1ccc(OC(F)(F)F)cc1	-5	-7	0	2	-4	0.5	1
67	CC(=O)N1CCc2c(sc(NC(=O)C3CC3)c2-c2nc3ccccc3s2)C1	0	-6	0	u	1	-1.0	1
68	CCC1=C2CC[C@H]3C(=O)NC(=O)[C@H]3[C@H]2[C@@]2(Cc3ccccc3)C(=NCC(=O)OC)OC(=O)N2C1=O	-3	-1	x	-11	-5	-0.6	0
69	Cc1nc(NCc2ccccn2)c2c3c(sc2n1)CCCC3	-4	-2	6	x	-4	-3.7	-3
70	C#CCOCCOCCOCCNc1nc(N2CCN(C(=O)[C@H](CCC(=O)O)n3cc([C@@H](N)CC(N)=O)nn3)CC2)nc(N2CCN(C(=O)[C@H](CCC(=O)O)n3cc([C@@H](N)CC(N)=O)nn3)CC2)n1	0	-2	1	u	3	3.0	1
71	O=C(OCC(=O)N1CCOCC1)c1ccccc1Br	6	-4	x	12	-4	0.6	-2
72	C[C@H]1CN([C@@H](C)CO)C(=O)Cc2cc(NC(=O)CCCN(C)C)ccc2O[C@H]1CN(C)CC1CCCCC1	1	15	-4[16.7 µM]	1	2	-2.3	1
73	COc1cc(NC(=O)Cn2c(=O)n(-c3cccc(C)c3)c(=O)c3c(C)c(C)sc32)cc(OC)c1	1	1	x	-2	4	-4.3	2
74	CSc1ccccc1OCc1cc(C(=O)NCCc2nc(C)cc(C)n2)no1	3	1	x	-4	-1	-2.2	1
75	Cc1ccc(-c2nc(CS(=O)CC(=O)NC3CCC(C)CC3)c(C)o2)cc1 (configuration not stated)	-3	7	15	-1	1	-1.6	2
76	CN1C(=O)c2cc(NC(=O)c3cccc(C(F)(F)F)c3)ccc2OC[C@@H]2O[C@H](CC(=O)NCCN3CCCC3)CC[C@@H]21	-4	4	-18[16.7 µM]	0	0	-1.5	1
77	Cc1nnc(SC(C)C(=O)NC2CCCCC2C)n1N (configuration not stated)	-5	-1	x	-6	2	0.2	-6
78	COc1ccc(-c2nc3c(n2O)CCc2c-3no[n+]2[O-])cc1	-3	-4	0	-1	6	0.7	4
79	O=[N+]([O-])c1cc(C(F)(F)F)cc([N+](=O)[O-])c1NCCNC(=S)Nc1cccc(F)c1	-1	0	x	-5	0	2.7	-2
